Source: PubChem BioAssay (National Center for Advancing Translational Sciences (NCATS))
D1 potentiator – Potentiators of Human D1 Dopamine Receptor: qHTS | D(1A) dopamine receptor (Homo sapiens), P21728 | HEK293 TREx D1 cells, calcium flux, dopamine EC20 potentiation | potentiation, % at 10 µM | actives 0.036% (n = 360,000) | AID 504651, 2011; in the data active means potentiation above about 30%; further: 0% is about no effect
D2 antag – HTS Assay for Allosteric Antagonists of the Human D2 Dopamine Receptor: Primary Screen for Antagonists; D(2) dopamine receptor (Homo sapiens), P14416; HEK293 TREx D2 cells, calcium flux, dopamine EC80; inhibition, % at 10 µM; actives 2% (n = 340,000); AID 485344, 2010; in the data active means inhibition above about 30%; further: 0% is about no effect
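Tetracycline-induced HEK293 TREx cells expressing D2 receptor forced-coupled to calcium signalling, loaded with no-wash calcium dye. Compounds added and calcium flux read 180 s, then dopamine added at EC80 and read a further 180 s.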
RXFP1 antagonist – qHTS Assay for Antagonists of the Relaxin Receptor RXFP1; actives 0.59% (n = 350,000); Relaxin receptor 1 (Homo sapiens), Q9HBX9; activity change, negative = inhibition, % at 57.5 µM; HEK293-RXFP1, relaxin-stimulated cAMP HTRF, 30 min; hits give low values;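 active means activity change of -60% or lower, but not beyond a set lower limit; inconclusive means change between -60% and -40%, or beyond the set limit; inactive means change above -40%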; further: on the % scale 0 is the no-effect control and ±100 the full control effect
Target sequence (Q9HBX9 whole entry, looked up): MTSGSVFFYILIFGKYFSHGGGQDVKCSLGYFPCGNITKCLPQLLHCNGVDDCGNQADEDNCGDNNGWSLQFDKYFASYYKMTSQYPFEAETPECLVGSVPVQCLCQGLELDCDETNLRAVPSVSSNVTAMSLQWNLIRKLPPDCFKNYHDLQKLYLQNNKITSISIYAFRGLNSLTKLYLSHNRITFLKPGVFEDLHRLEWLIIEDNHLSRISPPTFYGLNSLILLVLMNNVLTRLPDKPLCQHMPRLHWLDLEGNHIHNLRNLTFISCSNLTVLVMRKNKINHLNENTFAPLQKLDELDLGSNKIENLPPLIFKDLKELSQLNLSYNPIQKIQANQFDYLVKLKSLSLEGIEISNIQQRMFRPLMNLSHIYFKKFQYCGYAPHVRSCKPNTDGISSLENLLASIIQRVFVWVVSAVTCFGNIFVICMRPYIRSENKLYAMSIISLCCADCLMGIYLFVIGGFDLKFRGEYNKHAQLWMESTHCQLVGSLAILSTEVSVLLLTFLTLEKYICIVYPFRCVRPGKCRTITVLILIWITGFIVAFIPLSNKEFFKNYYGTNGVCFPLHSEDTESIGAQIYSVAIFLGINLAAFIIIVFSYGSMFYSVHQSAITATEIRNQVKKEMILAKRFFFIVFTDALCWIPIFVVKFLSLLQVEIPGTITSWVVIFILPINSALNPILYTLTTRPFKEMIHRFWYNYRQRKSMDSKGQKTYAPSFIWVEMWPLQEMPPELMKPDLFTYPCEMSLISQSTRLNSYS
TRHR enhancer – qHTS for Small Molecule Agonists and Allosteric Enhancers of Human TRH Receptor: Primary Screen for Enhancers; TRHR cells, fluo-8 calcium fluorescence, EC20 TRH enhancement; Thyrotropin-releasing hormone receptor (Homo sapiens), P34981; actives 0.66% (n = 360,000); enhancement, % at 2 µM; in the data active means enhancement above about 30%; further: 0% is about no effect
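Enhancer read-out: after compound pinning and an initial kinetic agonist-mode read, an EC20 of TRH (10 nM final) was injected and fluo-8 calcium signal (Ex 480/Em 530) followed at 1 s/cycle for 100 cycles in TRHR-expressing cells.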
D2 ag – HTS Assay for Allosteric Agonists of the Human D2 Dopamine Receptor: Primary Screen for Agonists; HEK293 T-REx D2 cells, calcium flux agonist mode; activation, % at 2 µM; actives 0.53% (n = 340,000); AID 485358, 2010;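 active means activation over 3 SD above normal in the single-dose calcium agonist read, cut at about 30% in these data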; further: 0% is about no effect
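Tetracycline-induced HEK293 T-REx cells with force-coupled D2 receptor, plated overnight at 30 C, loaded with no-wash calcium dye. After a 10 s baseline, compound was pin-added and calcium flux read kinetically for 180 s; calcium rises flagged agonists.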
TRHR ag – qHTS for Small Molecule Agonists and Allosteric Enhancers of Human TRH Receptor: Primary Screen for Agonists | TRHR cells, calcium flux fluo-8, FDSS agonist mode | activation, % at 2 µM | actives 0.18% (n = 360,000) | AID 493084, 2011; further: 0% is about no effect
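Read-out: compound-evoked intracellular calcium rise in TRHR cells, fluo-8 dye, kinetic FDSS fluorescence at 1 s/cycle following a 10-cycle baseline. Cells cultured overnight before dye loading (30 min–1.5 h, RT).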
D1 antag – Antagonist of Human D 1 Dopamine Receptor: qHTS; activity change, negative = inhibition, % at 10 µM; actives 3.2% (n = 360,000); AID 504652, 2011; HEK293 TREx D1 cells, calcium flux, dopamine EC80; hits give low values; in the data active means activity change below about -30%; further: on the % scale 0 is the no-effect control and ±100 the full control effect
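Kinetic fluorescence of a calcium dye serves as the read-out. D1-expressing Hek293 Trex cells, induced overnight at 30 C, are exposed to compound for 180 s before an EC80 dopamine addition, then read 180 s further.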
D1 ag – Allosteric Agonists of the Human D1 Dopamine Receptor: qHTS; D(1A) dopamine receptor (Homo sapiens), P21728; HEK293 T-REx D1 cells, calcium flux, agonist mode; activation, % at 2 µM; actives 1% (n = 360,000); further: 0% is about no effect
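Tetracycline-induced HEK293 TREx D1 cells, force-coupled to calcium signalling, were dye-loaded with a no-wash calcium kit. Compound was pin-added after a 10 s baseline. Fluorescence was read kinetically at 1 cycle/s for 180 s, with calcium rises flagged as agonism.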
D2 potentiator – HTS Assay for Positive Allosteric Modulators of the Human D2 Dopamine Receptor: Primary Screen for Potentiators; actives 0.34% (n = 340,000); AID 485347, 2010; potentiation, % at 10 µM; HEK293 T-REx D2, calcium flux, EC20 dopamine potentiation; D(2) dopamine receptor (Homo sapiens), P14416;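 active means potentiation over 3 SD above the plate norm, cut at about 30% in these data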; further: 0% is about no effect
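Potentiation of an EC20 dopamine calcium response measured kinetically over 180 s, after a preceding 180 s compound-only read flagging agonists. Cells: inducible Hek293 Trex D2 line, 4000/well, cultured overnight at 30 C before dye loading.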
The depositor's hits bear a star; ? = inconclusive; . = not tested or not shown. Unless noted, no stated cut-off is given here; in the data, active means activation above about 30%; inactive means the rest.

Order of values: D1 potentiator	D2 antag	RXFP1 antagonist	TRHR enhancer	D2 ag	TRHR ag	D1 antag	D1 ag	D2 potentiator
[1] COc1ccc(N2CCN(S(=O)(=O)c3ccc4c(c3)NC(=O)C(C)S4)CC2)cc1 (stereo not drawn)
 : 2	-18	-12	-3	-0.3	1.2	-38*	14	2
[2] O=C(CS(=O)CC(=O)Nc1ccccc1-c1ccccc1)Nc1ccc(F)cc1 (stereo not drawn)
 : -10	2	-4	-1	-0.6	-0.3	6	2	6
[3] C/C(=N/NC(=O)CNC(=O)c1ccncc1)c1ccc(Cl)cc1
 : 4	-5	-3	-5	0.2	0.1	-6	3	-10
[4] Cc1cc(C)cc(NC(=O)C2CCN(S(=O)(=O)c3cccc(-c4noc(C)n4)c3)CC2)c1
 : 1	.	-10	-3	-1.2	-0.1	6	5	-8
[5] CCn1c(SCc2cc(=O)[nH]c3ccccc23)nnc1C1CC1
 : -4	-4	-2	-3	1.3	0.6	5	1	-1
[6] Cn1c(/C(C#N)=C/c2ccc(C(F)(F)F)cc2)nc2ccccc21
 : 3	.	9	4	1.0	-1.1	5	0	8
[7] O=C(C1CCC(CNc2c(N3CCCCC3)c(=O)c2=O)CC1)N1CCc2ccccc2C1 (stereo not drawn)
 : 12	1	.	21	0.1	-0.1	-30	1	2
[8] COc1ccc(N2C(=O)C3CCCN3C2c2ccccc2F)cc1 (stereo not drawn)
 : .	19	17	8	1.5	0.6	8	-1	0
[9] CCOc1cccc(OCCCCN2CCOCC2)c1
 : 4	-7	-5	-1	0.7	-0.2	7	3	-8
[10] Cc1ccc(S(=O)(=O)N(C)Cc2ccc(C(=O)N/N=C3\CCCC(=O)C3)cc2)cc1
 : 2	-1	-5	-3	-0.3	0.9	1	1	4
[11] Cc1nn(-c2ccccc2)c(C)c1C(=O)OCC(N)=O
 : -4	21	-2	-1	2.2	0.3	-7	1	-3
[12] COc1ccc(NC(=O)c2nc(SCc3ccccc3F)ncc2Cl)cc1
 : 4	.	-13	3	0.2	1.0	-9	4	2
[13] O=C(Nc1ccc(C(F)(F)F)cc1)C1CCC(CNS(=O)(=O)c2cccc3nsnc23)CC1 (stereo not drawn)
 : 0	.	-4	16	0.4	0.3	-10	4	-4
[14] Cc1ccc2cc(CN(CC3CCCO3)C(=O)c3cccs3)c(=O)[nH]c2c1 (stereo not drawn)
 : -7	-29	-1	-3	0.4	0.0	10	0	8
[15] COc1ccc(Cn2nc(C(=O)O)c3ccccc3c2=O)cc1F
 : -5	-10	-11	-11	-0.6	0.4	-11	10	-2
[16] Clc1ccc2c(c1)C1OCCC1C(c1ccco1)N2 (stereo not drawn)
 : 1	4	28	-4	0.6	-0.1	10	-1	-2
[17] Cc1cc(C)cc(N2CCN(C(=O)N3CCOCC3)CC2)c1
 : 0	-2	-2	1	0.1	0.4	0	0	-3
[18] CCOc1cc(CN2CCCC(N3CCN(c4ccc(F)cc4)CC3)C2)ccc1OC (stereo not drawn)
 : -3	-2	-7	5	0.0	0.7	23	0	-15
[19] CCn1cc(C(=O)NCCN(C)C)c(=O)c2cc(F)c(N3CCN(C)CC3)cc21
 : 1	-5	3	6	-2.3	0.5	6	4	17
[20] N/C(Cc1ccc([N+](=O)[O-])cc1)=N\OC(=O)c1ccc(Br)o1
 : -3	-2	-12	2	-0.7	0.0	6	5	-5
[21] CC(=O)c1cn(CC(=O)Nc2cccc(C)c2C)c2ccccc12
 : -5	-4	13	7	1.6	0.7	-13	4	8
[22] CC(C)c1ccc(NC2CCCN(C(=O)CCN3Cc4ccccc4C3=O)C2)cc1 (stereo not drawn)
 : 0	-23	?	8	0.0	-0.4	-1	2	0
[23] CCOC(=O)c1[nH]c2cc(OC)c(OC)cc2c1NC(=O)CCN1CCSCC1
 : -1	14	11	10	-1.1	-1.3	-7	3	-10
[24] O=C(c1cc(F)c(F)cc1Cl)N1CCN(c2ccc([N+](=O)[O-])c3ncccc23)CC1
 : 1	1	-9	1	0.5	-0.2	13	6	9
[25] O=C1C=C(NNC(=O)c2ccccc2Br)CCC1
 : -3	1	-7	0	0.3	1.1	-7	2	2
[26] CCN(C(=O)c1cnc(NC(C)C)cc1C(F)(F)F)c1ccc(Cl)cc1Cl
 : -5	4	-24	-13	-0.1	0.7	-23	1	11
[27] O=C(Cn1cc(C(=O)c2cccs2)c2ccccc21)Nc1ccc(Br)cc1
 : -10	.	3	3	-0.6	-0.4	-11	1	9
[28] CCNc1nc2c(c(=O)n(C)c(=O)n2C)n1CC(O)COc1ccccc1 (stereo not drawn)
 : -2	.	.	-1	.	0.0	2	0	-15
[29] COc1ccc(-n2c(C)cc(=O)[nH]c2=O)cc1
 : -1	0	-8	-4	-0.4	0.3	-4	6	11
[30] Cc1ccc(OCC(=O)N(C)CCc2ccccn2)cc1
 : -8	-9	7	2	0.6	0.1	-18	1	12
[31] CCCCc1ccc(NC(=O)Cn2cnc3c2c(=O)n(C)c(=O)n3C)cc1
 : -2	.	0	-5	0.7	0.9	-30	4	-15
[32] Cc1ccc2oc(=O)n(Cc3ccc(OC(C)C)cc3)c2c1
 : -1	-6	.	-4	-0.8	-1.6	2	4	-6
[33] COc1ccc(/C=C2\SC(=O)N(CCNC(=O)CN3C(=O)NC4(CCCC4)C3=O)C2=O)cc1
 : -1	-2	-6	5	0.6	-0.8	-4	2	7
[34] CCN(CC)C(=O)c1ccc2c(c1)nnn2C
 : -3	12	6	18	1.0	1.3	-17	4	-5
[35] COc1ccc2oc(-c3cccc(NC(=O)c4cc([N+](=O)[O-])ccc4N4CCOCC4)c3)nc2c1
 : -2	.	.	6	-0.6	2.1	3	0	0
[36] O=C1C2CC=CCC2C(=O)N1c1ncn[nH]1 (stereo not drawn)
 : -1	-1	-3	2	0.8	-0.9	0	3	8
[37] CC(=O)NC/C(C)=N\Nc1ccc([N+](=O)[O-])cc1
 : -4	3	2	0	2.5	11	1	35*	1
[38] Cc1ccc(-n2nc3c(=O)n(CCCC(=O)NCc4ccco4)nc(C)c3c2C)cc1
 : -7	-10	6	22	0.1	-0.3	-3	4	9
[39] CCCCc1nnc(NC(=O)CCS(=O)(=O)c2ccc(Cl)cc2)s1
 : -1	-6	-5	2	6.4	0.1	11	4	7
[40] O=c1[nH]cnc2c1nnn2Cc1ccccc1
 : -9	9	-3	9	0.4	0.4	-2	2	-2
[41] CC(=O)N=c1sccn1CC(O)c1ccccc1 (stereo not drawn)
 : -6	-6	-2	2	0.6	-0.5	10	17	3
[42] COc1ccc(/C=C(/NC(=O)c2ccccc2)C(=O)N2CCCC2)cc1OC
 : 0	24	1	-6	0.1	0.0	24	0	5
[43] O=C(Cn1nc(-c2ccccc2)ccc1=O)NCCN1CCN(Cc2ccccc2)CC1
 : -7	13	-3	-5	0.9	-0.7	-14	3	0
[44] COc1cc(OC)c(NS(=O)(=O)c2ccc3c(c2)NC(=O)CCS3)cc1Cl
 : 2	.	.	8	0.3	-0.9	-38*	15	.
[45] COc1ccc(C(=O)Nc2c(Cl)cc(Cl)cc2C(=O)N2CCC(C)CC2)cc1
 : -1	-34	4	2	-2.0	-0.2	7	-1	9
[46] CCc1cc2ccc(C)cc2nc1SCC(=O)Nc1cc(C)on1
 : 2	-7	3	19	0.2	0.2	9	0	3
[47] O=S(=O)(Nc1ccc(Cl)nn1)c1ccccc1
 : 0	.	-11	-3	.	-0.1	21	0	.
[48] COc1cc(C(=O)Nc2ccc(F)cc2Cl)ccc1OCC(=O)N1CCOCC1
 : 1	-17	6	1	1.2	0.4	4	1	4
[49] Cc1ccc(Sc2nc(-c3ccccc3)ccc2C#N)cc1
 : -3	10	-3	-3	0.8	0.4	0	8	19
[50] CC(NC(=O)CCl)c1ccc(Cl)c(Cl)c1 (stereo not drawn)
 : 1	1	8	1	-0.3	-0.4	-21	3	3
[51] COc1ccc2c(c1)C(=NN)c1cc(OC)ccc1-2
 : -9	0	-10	6	0.0	-0.7	9	1	16
[52] C=CCSc1nnc(-c2cc3c(-c4ccccc4)nn(C)c3s2)n1C
 : -1	-17	-9	2	1.2	-0.3	-46*	2	-6
[53] COc1cc(OC)c(S(=O)(=O)Nc2ccccc2N2CCOCC2)cc1NC(C)=O
 : -3	.	4	-3	.	1.9	8	3	.
[54] Oc1[nH]c2ccccc2c1N=Nc1nc(Nc2ccccc2)nc(N2CCOCC2)n1
 : -1	-2	9	-14	-0.2	1.1	7	8	9
[55] COc1cc(C2C(C(=O)Nc3ccccc3)=C(C)Nc3nc(SCc4ccccc4F)nn32)cc(OC)c1OC (stereo not drawn)
 : 0	.	.	3	1.2	-0.3	-2	-1	18
[56] Cc1oc(-c2ccc(Cl)cc2)nc1CS(=O)CC(=O)NC1CC1 (stereo not drawn)
 : 1	-5	-17	0	0.3	0.1	-14	1	7
[57] CCCCn1nnnc1SCC(=O)Nc1cccc(C)n1
 : 0	-4	-8	-11	0.0	0.5	-5	3	12
[58] COCCCN(C(=O)Cc1coc2cc(C)c(C)cc12)c1c(N)n(Cc2ccccc2)c(=O)[nH]c1=O
 : -5	48*	4	-3	0.3	-0.1	-1	0	5
[59] O=C(Nc1ccc(S(=O)(=O)N2CCN(c3ccccc3)CC2)cc1)c1cccs1
 : -1	14	-10	-3	-0.3	-4.5	-6	8	3
[60] CCN1CCN(C(c2ccc(F)cc2)c2nnnn2Cc2ccc3c(c2)OCO3)CC1 (stereo not drawn)
 : 0	19	4	6	-0.8	-0.8	2	12	7
[61] COc1ccccc1NC(=O)CCNS(=O)(=O)c1ccc2c(c1)CCN2C(=O)C1CC1
 : -4	.	-12	4	0.0	-0.3	-8	4	-5
[62] O=C(CCc1ccccc1)Nc1ccc2c(c1)C(=O)OC2
 : 5	9	-9	-6	0.6	0.6	-16	3	4

Individual results from the results shown.
In TRHR ag, no. 59 is entered as -4.5
In D2 potentiator, no. 35 is entered as 0

4 compounds already listed, sorted by their value in D2 antag, rising:
| # | SMILES | D2 antag |
| --- | --- | --- |
| 56 | Cc1oc(-c2ccc(Cl)cc2)nc1CS(=O)CC(=O)NC1CC1 (stereo not drawn) | -5 |
| 16 | Clc1ccc2c(c1)C1OCCC1C(c1ccco1)N2 (stereo not drawn) | 4 |
| 40 | O=c1[nH]cnc2c1nnn2Cc1ccccc1 | 9 |
| 60 | CCN1CCN(C(c2ccc(F)cc2)c2nnnn2Cc2ccc3c(c2)OCO3)CC1 (stereo not drawn) | 19 |
